ABCG2 block: blocks JC-1 efflux by human ABCG2 transporter. IgMXP3 cells, flow cytometry. inhibition, % at 6.6 µM. Q9UNQ0. AID 1325. 0.1% of 190,000 active;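 active = inhibition above 80%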;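 also: 0% = DMSO and 100% = nicardipine control wells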
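Measure – % inhibition of efflux relative to nicardipine and DMSO · Test system – ABCG2 IgMXP3 and barcoded ABCB1 CCRF-Adr cell mix · Control set – nicardipine as high control, DMSO as low control · Compound – one concentration, 6.6 µM final · Signal – flow cytometry of retained JC-1 fluorescence · Timing – 10 min exposure at 25 °C with rotation, no wash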
ABCB1 block: blocks JC-1 efflux by human ABCB1 transporter; CCRF-Adr cells, flow cytometry; 0.067% of 190,000 active; P08183; AID 1326; inhibition, % at 6.6 µM; in the data active = inhibition above about 40%;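 also: 0% = vehicle and 100% = reference inhibitor; higher value means more JC-1 retained so stronger ABCB1 efflux block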
Bcl-XL Bim block: inhibitors of Bim-Bcl-XL interaction, human; Q07817; Bim peptide-Bcl-XL binding, bead flow cytometry, fluorescence; inhibition, % at 10 µM; 0.04% of 190,000 active
Target sequence (Q07817 whole entry, looked up): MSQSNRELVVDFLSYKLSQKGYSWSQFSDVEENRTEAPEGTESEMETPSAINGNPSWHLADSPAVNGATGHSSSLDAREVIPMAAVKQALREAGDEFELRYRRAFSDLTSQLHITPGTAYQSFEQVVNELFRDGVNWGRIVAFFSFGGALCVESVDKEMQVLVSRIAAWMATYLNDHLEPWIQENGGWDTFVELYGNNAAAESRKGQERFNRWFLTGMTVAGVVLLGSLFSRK
Bcl-B Bim block: inhibitors of Bim-Bcl-B interaction, human; Q9HD36; bead-based flow cytometry, Bim peptide-Bcl-B binding; inhibition, % at 10 µM; 0.073% of 190,000 active;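 also: 0% = tracer peptide without compound and 100% = reference inhibitor peptide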
Target sequence (Q9HD36 whole entry, looked up): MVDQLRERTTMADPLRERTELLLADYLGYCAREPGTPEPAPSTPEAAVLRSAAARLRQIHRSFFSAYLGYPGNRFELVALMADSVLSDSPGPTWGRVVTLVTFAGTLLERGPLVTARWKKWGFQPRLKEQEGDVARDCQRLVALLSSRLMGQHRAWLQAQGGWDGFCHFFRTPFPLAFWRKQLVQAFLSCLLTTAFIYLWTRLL
Bcl-W Bim block: inhibitors of Bim-Bcl-W interaction, human; Q92843; bead-based flow cytometry, Bim peptide-Bcl-W binding; inhibition, % at 10 µM; 0.02% of 190,000 active;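 also: 0% = bound tracer without compound and 100% = peptide blocker; higher means less fluorescent Bim peptide bound to Bcl-W beads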
Bim-Bfl-1: disrupts Bim binding to human Bfl-1; 0.12% of 190,000 active; inhibition, % at 10 µM; Bead-based flow cytometry, Bim-Bfl-1 binding inhibition;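 also: 0% = wells without compound plus tracer and 100% = blocker peptide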
Bcl-2 Bim block: disrupts Bim peptide binding to human Bcl-2; Bead-based flow cytometry, Bim peptide-Bcl-2 binding; AID 950; 0.06% of 190,000 active; P10415; inhibition, % at 10 µM; in the data active = inhibition above about 40%; inconclusive = no clear call, values can overlap the other calls;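 also: 0% = no compound wells with probe peptide and 100% = reference peptide inhibitor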
RGS8-Gao reg: human RGS8-Galphao interaction regulation | multiplexed bead flow cytometry, RGS8-Galphao binding; actives lie on both sides | AID 1423 | P09471 | response (percent of control binding), % at 10 µM | 0.34% of 220,000 active; in the data active = response below about 60% or above about 140%; inactive = in between;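 also: Galphao activated as the GDP aluminium fluoride complex binding bead-coupled RGS8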
Target sequence (P09471 whole entry, looked up): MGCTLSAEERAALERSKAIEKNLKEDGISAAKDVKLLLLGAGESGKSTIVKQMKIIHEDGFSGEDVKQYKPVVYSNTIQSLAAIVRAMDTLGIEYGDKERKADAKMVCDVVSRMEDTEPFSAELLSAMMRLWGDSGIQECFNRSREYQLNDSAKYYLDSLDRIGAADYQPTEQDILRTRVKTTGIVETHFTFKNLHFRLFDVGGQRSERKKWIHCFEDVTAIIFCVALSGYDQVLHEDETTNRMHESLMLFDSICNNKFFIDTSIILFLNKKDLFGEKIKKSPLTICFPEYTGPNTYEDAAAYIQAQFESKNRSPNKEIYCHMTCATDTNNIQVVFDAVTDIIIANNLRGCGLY
RGS7-Gao reg: modulates binding of RGS7 to human Galphao; P09471; Multiplexed bead flow cytometry; actives lie on both sides; binding response (% of control), % at 10 µM; 0.35% of 220,000 active; in the data active = binding response below about 49% or above about 150%; inconclusive = no clear call, values can overlap the other calls; inactive = in between;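 also: fluorescent Galphao held in activated GDP-AlF4 state binding bead-coupled RGS7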
RGS4-Gao reg: modulates binding of RGS4 to human Galphao; binding response (% of control), % at 10 µM; 0.33% of 220,000 active; P09471; Multiplexed bead flow cytometry; actives lie on both sides; AID 1415; in the data active = binding response below about 49% or above about 150%; inactive = in between;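 also: fluorescent Galphao activated with aluminum fluoride binding bead-coupled RGS4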
GSH fluor: GSH bead compound fluorescence profile | GSH beads flow cytometry, compound fluorescence 488/530 nm; stronger effect = higher value | fluorescence (KMESF) at 10 µM | 0.25% of 190,000 active | AID 1776; in the data active = fluorescence above about 89;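 also: glutathione beads carrying GST-tagged Bcl family fusion proteins plus one bare bead set; values are compound well signal with DMSO vehicle wells as background; inactives centre near 16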
* = called active by the depositor; u = inconclusive. Rule as the data show it, unless noted: active = inhibition above about 40%.

Each structure is followed by: ABCG2 block	ABCB1 block	Bcl-XL Bim block	Bcl-B Bim block	Bcl-W Bim block	Bim-Bfl-1	Bcl-2 Bim block	RGS8-Gao reg	RGS7-Gao reg	RGS4-Gao reg	GSH fluor
Cc1ccc(C(C)n2cc(C(=O)NCc3ccncc3)nn2)cc1 (stereo not given)
 : -2	0.3	-8	-11	-3	-17	-7	99	96	100	29
COc1ccc(-n2c(SCC(=O)NCCCN3CCCC3=O)nnc2C(C)N2CCCCC2)cc1 (stereo not given)
 : -1	-0.2	2	1	1	-4	0	105	104	102	12
CCCCNC(=O)Cc1coc2ccc3ccccc3c12
 : -1	-0.2	1	3	4	6	1	117	111	109	61
CCOc1ccc2[nH]c(=O)c(CN(Cc3ccco3)C(CC)c3nnnn3Cc3ccccc3)cc2c1 (stereo not given)
 : 1	0.8	2	0	0	3	0	101	101	100	12
O=C(OC(C(=O)NC1CCCC1)c1ccccc1F)c1ccco1 (stereo not given)
 : 3	0.8	-3	-3	-3	3	2	102	98	100	33
CN1CCN(c2ccccc2NC(=O)c2ccc(Br)o2)CC1
 : 6	1.2	-1	-6	-1	-10	-3	102	100	98	28
CCCC(=O)NC(=S)Nc1ccc(NC(=O)c2cccs2)cc1
 : 21	1.3	0	-4	0	-1	-6	98	97	96	49
CCc1nnc(NS(=O)(=O)c2ccc(NC(=S)NC(=O)c3cccs3)cc2)s1
 : -1	-0.2	-5	-1	-2	-3	0	98	97	92	12
CCN1CCN(C(=O)CN(C)S(=O)(=O)c2ccc(Cl)cc2)CC1
 : 1	0.4	-14	-9	0	-17	-14	97	96	98	29
CC(NC(=O)c1ccc(Br)s1)C1CCCO1 (stereo not given)
 : 2	0.4	-1	15	0	5	13	100	101	102	12
CC(=O)c1cccc(NC(=O)COc2ccccc2)c1
 : 8	0.6	-9	-12	-3	-15	-10	105	104	104	43
Cc1cc2cccc(C)c2nc1SCC(=O)N(C)c1nc(-c2ccccc2)cs1
 : 0	-0.2	-2	0	0	-2	0	101	102	102	14
CCCCN(CCCC)C(=O)c1cc2ccccc2c(=O)o1
 : 6	1.3	-3	-9	-3	0	-3	105	102	104	6
CCN(CC)c1nc2c(s1)C(=O)NCCC2
 : 2	0.5	-9	-8	0	-9	-6	100	101	100	49
O=C(O)C(C(=O)/C=C/c1ccco1)=C1SCCS1
 : -3	-0.1	-6	-9	-2	-10	-11	99	93	93	21
Cc1nc(SCC(=O)NCc2ccc3c(c2)OCO3)c(C#N)c2c1CCCC2
 : 5	0.9	1	-5	1	-5	-6	99	104	104	45
CCC(C)c1ccc(O)c(NC(=O)c2cccnc2)c1 (stereo not given)
 : 6	-1.0	-1	-38	2	-11	-16	99	99	97	48
CCCc1noc2c1C(c1ccoc1)C(C#N)=C(N)N2 (stereo not given)
 : 34	0.6	-8	-10	0	-15	-9	100	98	103	15
COc1cc2c(cc1OC)C1C(C(=O)Nc3ccccc3N3CCN(C)CC3)c3ccccc3C(=O)N1CC2 (stereo not given)
 : 6	1.7	-2	-3	1	-3	0	101	u	100	18
CCN1CCc2c(sc(N)c2C(N)=O)C1
 : 0	0.4	-1	-5	0	2	0	101	101	96	7

As a working copy, some entries already given.
Each structure is followed by: ABCG2 block	ABCB1 block	Bcl-XL Bim block	Bcl-B Bim block	Bcl-W Bim block	Bim-Bfl-1	Bcl-2 Bim block	RGS8-Gao reg	RGS7-Gao reg	RGS4-Gao reg	GSH fluor
CCc1nnc(NS(=O)(=O)c2ccc(NC(=S)NC(=O)c3cccs3)cc2)s1
 : -1	-0.2	-5	-1	-2	-3	0	98	97	92	12
CCN1CCN(C(=O)CN(C)S(=O)(=O)c2ccc(Cl)cc2)CC1
 : 1	0.4	-14	-9	0	-17	-14	97	96	98	29
CC(NC(=O)c1ccc(Br)s1)C1CCCO1 (stereo not given)
 : 2	0.4	-1	15	0	5	13	100	101	102	12
CC(=O)c1cccc(NC(=O)COc2ccccc2)c1
 : 8	0.6	-9	-12	-3	-15	-10	105	104	104	43
Cc1cc2cccc(C)c2nc1SCC(=O)N(C)c1nc(-c2ccccc2)cs1
 : 0	-0.2	-2	0	0	-2	0	101	102	102	14
CCCCN(CCCC)C(=O)c1cc2ccccc2c(=O)o1
 : 6	1.3	-3	-9	-3	0	-3	105	102	104	6
CCN(CC)c1nc2c(s1)C(=O)NCCC2
 : 2	0.5	-9	-8	0	-9	-6	100	101	100	49
O=C(O)C(C(=O)/C=C/c1ccco1)=C1SCCS1
 : -3	-0.1	-6	-9	-2	-10	-11	99	93	93	21
Cc1nc(SCC(=O)NCc2ccc3c(c2)OCO3)c(C#N)c2c1CCCC2
 : 5	0.9	1	-5	1	-5	-6	99	104	104	45
CCC(C)c1ccc(O)c(NC(=O)c2cccnc2)c1 (stereo not given)
 : 6	-1.0	-1	-38	2	-11	-16	99	99	97	48
CCCc1noc2c1C(c1ccoc1)C(C#N)=C(N)N2 (stereo not given)
 : 34	0.6	-8	-10	0	-15	-9	100	98	103	15

The list continues.
Each structure is followed by: ABCG2 block	ABCB1 block	Bcl-XL Bim block	Bcl-B Bim block	Bcl-W Bim block	Bim-Bfl-1	Bcl-2 Bim block	RGS8-Gao reg	RGS7-Gao reg	RGS4-Gao reg	GSH fluor
Cc1cc(C)nc(Nc2ncc(O)n2-c2ccc(C)c(C)c2)n1
 : 1	0.3	-1	3	0	-1	-8	104	112	105	18
COc1ccc(OC)c(C(=O)CSc2nc3c(c(=O)n(C)c(=O)n3C)n2C(C)C)c1
 : 5	2.6	-1	0	-3	0	-1	97	96	95	21
O=C(Nc1ccc2c(c1)OCO2)C(c1ccc(Cl)cc1)N1CCC2(CC1)OCCO2 (stereo not given)
 : 5	1.2	-3	1	1	-4	-1	98	98	97	7
O=C(Nc1ccc(NC(=O)C2CC2)nc1)c1cccnc1
 : 2	0.2	-12	-12	0	-11	-8	104	102	101	13
Cc1ccc(N=C2NC(=O)S/C2=C\c2ccco2)cc1
 : 0	-0.1	-6	-8	-9	-6	-1	96	91	91	10
COc1ccc2[nH]c(=O)c(CN(CCCN(C)C)C(=O)Nc3ccc(F)cc3)cc2c1
 : -5	-6.4	1	-3	0	-1	0	101	98	97	29
COc1ccc(-c2nc(=S)[nH][nH]2)cc1
 : 2	0.2	-7	-16	-4	-2	-2	98	103	100	30
COC(=O)c1ccc(N2CCN(S(=O)(=O)c3ccc(Br)cc3)CC2)c([N+](=O)[O-])c1
 : 2	0.9	-1	1	0	0	-3	97	100	101	16
Cc1cc(Br)ccc1S(=O)(=O)n1ccnc1C
 : 1	0.7	2	0	0	-2	-1	101	98	98	28
CCOC(=O)CCCNC(=O)COC(=O)c1cc(Br)c(Br)s1
 : 1	1.3	2	0	-1	-4	0	98	u	98	12
Cc1ccc(S(=O)(=O)N2CCC(=O)N(CCOC(=O)Nc3cccc(Cl)c3)CC2)cc1
 : 9	1.6	-3	0	0	-2	0	102	100	100	19
COC(=O)c1[nH]c2cccc(OC)c2c1NC(=O)CN(C)CC1OCCO1
 : 2	0.0	-1	-2	-2	1	-7	115	108	105	13
Cn1c(N)c(S(=O)(=O)c2ccc(Br)cc2)c2nc3ccccc3nc21
 : 2	0.2	0	23	1	10	12	97	98	96	9
CCN(CC)c1ccc(/C=c2\sc3nnc(-c4ccccc4Cl)n3c2=O)cc1
 : 78	60*	-15	-43	-2	-12	-32	100	125	134	104*
CCCc1[nH][nH]c(=O)c1C(c1ccc(Br)cc1)C(C#N)C#N (stereo not given)
 : 0	-0.4	-9	0	0	-2	-7	97	99	101	39
CCc1c(C)nc2ncnn2c1N1CCCC(C(=O)NCCc2ccccc2)C1 (stereo not given)
 : 6	0.4	-8	-7	-3	-21	-12	99	99	97	27
O=C(Nc1ccc(S(=O)(=O)Nc2nccs2)cc1)c1ccc(=O)[nH]c1
 : -2	-0.7	-1	3	4	-1	2	101	99	100	9
O=S(=O)(c1ccccc1)c1nc(-c2ccccc2)oc1NCc1cccnc1
 : 4	2.2	-1	-6	-7	0	-5	102	99	97	12
O=C(COC(=O)c1ccccn1)Nc1ccc2c(c1)OCO2
 : 27	-0.5	0	-1	3	3	-2	101	100	97	11
N#Cc1c(NC(=O)CCC(=O)O)sc2c1CCCC2
 : 2	0.3	-4	-3	2	-10	0	101	97	97	5
Cc1ccc(C(=O)NC(=S)N2CC(C)OC(C)C2)cc1[N+](=O)[O-] (stereo not given)
 : 1	0.2	0	-10	0	1	0	104	102	100	25
CCCn1cc(CN2CCCC(C(=O)c3cccc(OC(C)C)c3)C2)c(C)n1 (stereo not given)
 : 0	0.3	-2	-2	-2	-6	0	104	103	102	13
Nc1nc(N)c(Cc2ccc(Cl)cc2Cl)c(N)n1
 : 3	-0.4	-2	-6	-1	-2	0	100	97	101	24

Screens: PubChem BioAssay, NMMLSC
